Compound activity: PubChem BioAssay, several laboratories
Rac1 act GTP bind = GTP binding modulators of activated mutant Rac1, primary screen, biochemical, bead-based flow cytometry, multiplex, fluorescent GTP | Ras-related C3 botulinum toxin substrate 1 (Homo sapiens), P63000 | GST-Rac1 activated beads; actives lie on both sides; 100% means binding = to untreated wells | percent activity (GTP binding), % at 10 µM | actives 0.11% (n = 190,000) | AID 764, 2007;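 active = GTP binding at least 20 percentage points away from the 100% baseline, in either direction, so actives lie on both sides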
Cdc42 wt GTP = modulators of GTP binding to wildtype Cdc42, primary screen, biochemical, multiplex bead flow cytometry, Bodipy-GTP | actives 0.2% (n = 190,000) | AID 761, 2007 | percent activity (GTP binding), % at 10 µM | GST-Cdc42 beads; actives lie on both sides | Cell division control protein 42 homolog (Homo sapiens), P60953;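 active = percent activity GTP binding at least 20 points away from the 100% baseline, either down as inhibitor or up as activator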;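 also: median bead fluorescence of bound Bodipy-FL-GTP at 100 nM; 0% = excess unlabeled GTP control and 100% = no compound control; below 100% means less GTP binding so inhibitor and above means activator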
Target sequence (P60953 whole entry, looked up): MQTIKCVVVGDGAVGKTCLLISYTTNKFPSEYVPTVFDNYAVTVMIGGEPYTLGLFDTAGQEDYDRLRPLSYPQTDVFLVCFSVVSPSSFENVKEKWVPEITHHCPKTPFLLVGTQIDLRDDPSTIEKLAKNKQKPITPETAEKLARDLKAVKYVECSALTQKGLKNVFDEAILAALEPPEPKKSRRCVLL
Mcl-1 Bim block = inhibitors of Bim peptide binding to Mcl-1, primary screen, biochemical, bead-based flow cytometry, multiplex; Induced myeloid leukemia cell differentiation protein Mcl-1 (Homo sapiens), Q07820; Bim peptide-Mcl-1 binding; inhibition, % at 10 µM; actives 0.1% (n = 190,000); AID 1009, 2008; in the data active = inhibition above about 40%;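 also: 0% = no compound tracer wells and 100% = peptide blocker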
Target sequence (Q07820 whole entry, looked up): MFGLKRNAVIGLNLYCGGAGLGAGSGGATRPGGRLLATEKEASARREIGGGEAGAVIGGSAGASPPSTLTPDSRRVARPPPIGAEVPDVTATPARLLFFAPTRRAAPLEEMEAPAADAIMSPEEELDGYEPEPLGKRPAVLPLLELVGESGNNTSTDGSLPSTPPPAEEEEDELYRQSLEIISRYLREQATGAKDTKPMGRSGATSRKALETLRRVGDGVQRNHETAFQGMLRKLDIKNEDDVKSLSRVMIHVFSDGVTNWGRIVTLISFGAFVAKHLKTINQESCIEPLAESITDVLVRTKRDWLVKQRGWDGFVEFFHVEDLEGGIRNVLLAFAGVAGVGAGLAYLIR
HRas wt GTP = modulators of GTP binding to HRas wildtype, primary screen, biochemical, bead-based flow cytometry, multiplex; GTPase HRas (Homo sapiens), P01112; actives 0.14% (n = 190,000); AID 759, 2007; GST-Ras wt beads, Bodipy-FL-GTP binding; actives lie on both sides; GTP binding activity, % at 10 µM;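 active = GTP binding activity at least 20% away from the 100% baseline, either lowered as inhibitor or raised as activator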;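 also: 0% = unlabeled GTP competition control and 100% = no-compound control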
Mcl1-Noxa inh = Mcl-1/Noxa binding inhibitors, primary screen, biochemical, TR-FRET, 1536-well; TR-FRET Mcl-1/Noxa peptide binding, 2 h; inhibition, % at 21.7 µM; actives 1.5% (n = 220,000); AID 1022, 2008;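 active = compounds that cut the protein-peptide binding signal by more than 50% relative to plate controls in a single-dose test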;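 also: His-tagged Mcl-1 with rhodamine Noxa BH3 peptide and terbium anti-His antibody; 0% = Mcl-1 plus Noxa peptide wells and 100% = peptide-only wells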
Pf gamet viab = late stage P. falciparum gametocyte viability inhibitors, primary screen, ATP luminescence, HTS. P. falciparum stage V gametocytes, 24 h. inhibition, % at 10.9 µM. actives 0.065% (n = 150,000);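 active = inhibition above the mean plus 3 SD of compounds within the control limits, set per campaign, cut at about 38% in these data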;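 also: 0% = DMSO wells and 100% = medium only without gametocytes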
Rab2 wt GTP = modulators of GTP binding to Rab2A wildtype, primary screen, biochemical, dog, bead-based flow cytometry, multiplex; actives 0.19% (n = 190,000); AID 760, 2007; GST-Rab2 wt beads, Bodipy-GTP binding; GTP binding activity, % at 10 µM;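 active = GTP binding activity at least 20 points away from 100%, either lowered or raised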;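 also: 0% = beads with excess unlabeled GTP and 100% = no-compound control corrected for plate trend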
Rab7 wt modul = modulators of GTP binding to Rab7, primary screen, biochemical, wildtype, multiplex bead flow cytometry; actives 0.055% (n = 190,000); GST-Rab7 beads, fluorescent GTP binding; actives lie on both sides; untreated = 100%, excess cold GTP = 0%; GTP binding activity (percent of control), % at 10 µM;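 active = fluorescent GTP binding to Rab7 beads changed by at least 20 points from the 100% baseline, either direction, mostly lower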;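 also: median green fluorescence of bound Bodipy-FL-GTP per Rab7 bead population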
Mcl1-Bid inh = Mcl-1/Bid binding inhibitors, primary screen, biochemical, TR-FRET, 1536-well. TR-FRET Mcl-1/Bid-Dy647 peptide binding. inhibition, % at 21.7 µM. actives 0.97% (n = 220,000);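 active = compounds that cut the binding signal by more than half at the single screening dose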;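 also: His-tagged Mcl-1 with europium anti-His antibody binding Bid BH3 peptide; 0% = Mcl-1 plus peptide wells and 100% = peptide-only wells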
RGS8-Gao reg = RGS8-Galphao binding modulators, primary screen, biochemical, multiplexed bead flow cytometry. actives lie on both sides. response (percent of control binding), % at 10 µM. Guanine nucleotide-binding protein G(o) subunit alpha (Homo sapiens), P09471. AID 1423, 2008. actives 0.34% (n = 220,000); in the data active = response below about 60% or above about 140%; inactive = in between;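 also: Galphao activated as the GDP aluminium fluoride complex binding bead-coupled RGS8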
Target sequence (P09471 whole entry, looked up): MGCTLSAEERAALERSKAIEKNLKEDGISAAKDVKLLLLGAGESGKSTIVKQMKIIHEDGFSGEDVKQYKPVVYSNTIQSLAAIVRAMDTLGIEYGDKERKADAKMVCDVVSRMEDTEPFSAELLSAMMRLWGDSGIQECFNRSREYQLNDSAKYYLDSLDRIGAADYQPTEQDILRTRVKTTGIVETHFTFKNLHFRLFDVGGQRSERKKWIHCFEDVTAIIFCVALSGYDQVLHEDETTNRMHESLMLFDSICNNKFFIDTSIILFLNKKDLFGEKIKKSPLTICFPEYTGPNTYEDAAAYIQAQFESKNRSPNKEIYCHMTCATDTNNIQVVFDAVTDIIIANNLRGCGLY
Rac1 wt modul = wildtype Rac1 GTP binding modulators, primary screen, biochemical, GST-Rac1 beads, flow cytometry, multiplex; Ras-related C3 botulinum toxin substrate 1 (Homo sapiens), P63000; fluorescent GTP binding; actives lie on both sides; 0 = cold GTP competed, 100 = untreated; GTP binding activity (% of control), % at 10 µM; actives 0.27% (n = 190,000); AID 757, 2007;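 active = GTP binding activity at least 20 points away from the 100% control level, either lower or higher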
* hit, by the source's call; . = no result given; & = joins results of further samples.

SMILES	Rac1 act GTP bind	Cdc42 wt GTP	Mcl-1 Bim block	HRas wt GTP	Mcl1-Noxa inh	Pf gamet viab	Rab2 wt GTP	Rab7 wt modul	Mcl1-Bid inh	RGS8-Gao reg	Rac1 wt modul
CC(C)CNC(=S)NNC(=O)c1csc2c1CCCC2	99	103	0	101	-15	9	100	100	-105	106	104
CC(C)CCC(C(=O)O)C(C)CC(=O)NNC(=O)c1ccco1 (stereo not given)	96	95	-4	95	-5&-4	3&-5	96	96	-9&-46	100&102	99
Brc1nc(Br)n(Cc2ccccc2)n1	93	98	1	100	15	.	99	101	-20	101	101
CC(C)CC(=O)Nc1cc(C(F)(F)F)ccc1N1CCOCC1	100	104	-5	103	20	.	103	101	0	101	113
CN1CCCC1CCNC1C2CC3CC(C2)CC1C3 (stereo not given)	95	98	-3	100	9	3	100	102	10	100	99
CCN1CNC(=S)N(c2cccc(C)c2C)C1	96	101	0	98	7	.	96	92	-70	99	97
O=C(Nc1ccccc1)C1CCCCN1S(=O)(=O)c1ccccc1 (stereo not given)	95	99	-2	100	10	20	95	105	-34	103	102
CCOc1ccc(N/C=C/C(=O)c2ccc(C)cc2)c([N+](=O)[O-])c1	104	101	1	104	22	24	102	101	-8	101	105
CCN(CC)S(=O)(=O)c1ccc(OC)c(NC(=O)c2cc3c(=O)n4ccccc4nc3s2)c1	96	89	-14	90	-50	-7	92	95	40	103	88
COC(=O)CSc1nc(C)c2c(n1)CCCC2	98	94	-5	98	4	.	99	105	-32	103	98
CC(=O)OCC(=O)c1c[nH]c2ccccc12	97	98	3	101	18	.	101	105	-12	103	102
CCCCn1c(N)c(Sc2ccccc2)c(=O)[nH]c1=O	103	104	2	102	8	.	104	103	1	99	110
COCCCn1c(N)c(-c2nc3ccccc3n2C)c2nc3ccccc3nc21	96	96	4	93	-6	7	93	93	-63	94	93
CCOC(=O)c1nn(-c2ccc(Br)cc2)cc1C(=O)c1cccc2ccccc12	93	95	-1	95	.	10	94	95	7	101	92
O=C(CCS(=O)(=O)Cc1ccccc1)NCC1CCCO1 (stereo not given)	93	98	0	98	-8	.	98	99	4	102	96
Cc1ccc(-c2nnn(CC(=O)N3CCCCC3)n2)o1	97	95	-25	100	7	.	98	106	-6	104	98
COc1cccc(-n2ccnc2SCC(=O)NCc2ccccc2)c1	97	99	-3	101	-1	14	99	101	-63	100	97
Cc1oc2nc(SCC(=O)NCCCO)nc(N)c2c1C	100	104	-5	100	5	-8	102	105	-36	101	105
CN(C)/C=N/NC(=O)c1ccc(Cl)cc1	97	96	1	100	6	6	100	98	-35	101	99
O=S(=O)(Cc1cc(NCc2ccccc2)nc(-c2ccccn2)n1)c1ccccc1	96	96	0	95	6	.	95	98	-4	96	96
CCCCCCc1c(O)c2ccccc2[nH]c1=O	94	96	-1	97	12	.	95	100	-20	100	95
CCCn1nnc(NC(=O)c2cc(Br)cc(Br)c2OC)n1	98	104	-4	104	21	11	105	110	-10	100	104
Cc1cccc(N2CCC(N=CN(C)C)=N2)c1	93	96	0	95	8	-18	97	104	-40	103	95
Cc1ccc(C(=O)COC(=O)c2cc(=O)[nH]c3ccccc23)cc1	98	98	3	97	5	9	98	98	-6	102	99
Cc1ccc(Cn2c(SCC(=O)NCC3CCCO3)nc3c2c(=O)n(C)c(=O)n3C)cc1 (stereo not given)	96	95	2	97	-6	11	99	103	1	102	97
CCC(=O)Nc1cc2nn(-c3ccc(OC)cc3)nc2cc1C	97	102	0	98	-9	.	98	98	1	100	102
COc1ccccc1CNC(=O)c1ccc(SC)cc1OC	92	92	0	94	.	.	94	95	-16	102	89
COc1ccc(CCn2c(-c3ccc(C(C)(C)C)cc3)n[nH]c2=S)cc1OC	92	92	-3	95	34	-19	96	107	0	93	96
COc1cc(OC)cc(C(=O)NCCN2C(=O)S/C(=C\c3cccs3)C2=O)c1	92	91	1	98	3	-21	92	101	-9	100	93
CCCCC1(C)NC(=O)c2c(C)sc(C(=O)OCC)c2N1 (stereo not given)	99	99	-1	98	9	35	100	98	-8	99	99
CCOc1ccccc1OCC(=O)NCc1ccco1	97	97	-2	97	30	2	97	99	-1	99	97
C=CCNc1nnc(C)c2ccccc12	100	105	2	101	-18	.	101	96	-22	100	98
Cn1c(SCC(=O)O)nc2ccccc2c1=O	98	100	-2	99	3	-5	98	97	1	100	100
COc1ccc(C(=O)NNC(=O)CSc2nnc(-c3cccnc3)o2)cc1	97	98	-2	99	-12	3	99	100	-40	100	101
CCOC(=O)c1sc2nc(N3CCOCC3)c3c(c2c1N)CCN(Cc1ccccc1)C3	97	97	-7	98	10	-15	99	98	-29	112	98
CCN(CC)S(=O)(=O)c1cccc(-c2nnc(SCc3nnc(-c4ccccc4)o3)n2C)c1	99	100	19	100	5	-3	99	97	-6	86	106

5 of the compounds above, with two lines to a compound.
Every second line gives: Rac1 act GTP bind	Cdc42 wt GTP	Mcl-1 Bim block	HRas wt GTP	Mcl1-Noxa inh	Pf gamet viab	Rab2 wt GTP	Rab7 wt modul	Mcl1-Bid inh	RGS8-Gao reg	Rac1 wt modul
O=C(Nc1ccccc1)C1CCCCN1S(=O)(=O)c1ccccc1 (stereo not given)
  95	99	-2	100	10	20	95	105	-34	103	102
CCOc1ccc(N/C=C/C(=O)c2ccc(C)cc2)c([N+](=O)[O-])c1
  104	101	1	104	22	24	102	101	-8	101	105
CCN(CC)S(=O)(=O)c1ccc(OC)c(NC(=O)c2cc3c(=O)n4ccccc4nc3s2)c1
  96	89	-14	90	-50	-7	92	95	40	103	88
COC(=O)CSc1nc(C)c2c(n1)CCCC2
  98	94	-5	98	4	.	99	105	-32	103	98
CC(=O)OCC(=O)c1c[nH]c2ccccc12
  97	98	3	101	18	.	101	105	-12	103	102

Back to the main list with the 2 entries that preceded the break.
SMILES	Rac1 act GTP bind	Cdc42 wt GTP	Mcl-1 Bim block	HRas wt GTP	Mcl1-Noxa inh	Pf gamet viab	Rab2 wt GTP	Rab7 wt modul	Mcl1-Bid inh	RGS8-Gao reg	Rac1 wt modul
CCOC(=O)c1sc2nc(N3CCOCC3)c3c(c2c1N)CCN(Cc1ccccc1)C3	97	97	-7	98	10	-15	99	98	-29	112	98
CCN(CC)S(=O)(=O)c1cccc(-c2nnc(SCc3nnc(-c4ccccc4)o3)n2C)c1	99	100	19	100	5	-3	99	97	-6	86	106
CC(CCc1ccccc1)NC(=O)CN1CCN(Cc2ccccc2)C1=O (stereo not given)	99	99	-3	101	5	.	100	101	-14	103	107
CC(C)(C)c1ccc(N2C(=O)Cc3c2nc(N)c(C#N)c3N)cc1	99	102	-9	98	19	9	95	100	-16	98	102
CC(C)NC(=O)c1cccc(Cn2cc(Cl)cn2)c1	97	99	0	97	-8	15	96	93	-14	100	98
CC(=O)N1CCN(c2ccccc2NC(=O)Cc2ccc(Cl)cc2)CC1	96	95	-1	103	-4	-5	98	105	-21	95	102
O=C(CN1CCN(Cc2ccccc2)CC1)Nc1ccc(-n2cnnn2)cc1	97	96	0	100	10	12	99	104	-27	105	100
CCN(CC)CCN1C(=O)C(O)=C(C(=O)c2sc(C)nc2C)C1c1cccnc1 (stereo not given)	100	109	-3	101	3	-27	104	102	-47	117	106
Cc1cc(Cl)c(OCCCN2CCCCC2)c(Br)c1	102	107	-1	104	15	-8	103	102	-25	103	108
CC(=O)Oc1cc2c(C(C)=O)coc2c2ccccc12	99	99	-4	98	-3	4	99	100	7	103	106
COc1ccc(/C=C(/NC(=O)c2cccc([N+](=O)[O-])c2)C(=O)O)cc1	97	100	0	97	3	.	99	99	-1	102	99
CC(=O)c1ccc(NC(=O)/C(=C\c2ccccc2)NC(=O)c2ccco2)cc1	96	96	0	100	21	2	102	107	-17	100	100
CC(C)(O)C(=O)NN(C(=O)c1ccccc1)c1cccc(Br)c1	96	99	-4	99	-8	11	96	101	-19	97	100

Fetched by structure from above, three records:
SMILES	Rac1 act GTP bind	Cdc42 wt GTP	Mcl-1 Bim block	HRas wt GTP	Mcl1-Noxa inh	Pf gamet viab	Rab2 wt GTP	Rab7 wt modul	Mcl1-Bid inh	RGS8-Gao reg	Rac1 wt modul
Cc1cc(Cl)c(OCCCN2CCCCC2)c(Br)c1	102	107	-1	104	15	-8	103	102	-25	103	108
CCN(CC)CCN1C(=O)C(O)=C(C(=O)c2sc(C)nc2C)C1c1cccnc1 (stereo not given)	100	109	-3	101	3	-27	104	102	-47	117	106
CC(C)(C)c1ccc(N2C(=O)Cc3c2nc(N)c(C#N)c3N)cc1	99	102	-9	98	19	9	95	100	-16	98	102
